V1R ag counter – counter-screen for oxytocin receptor agonists: human V1a receptor agonists | P37288 | 320,000 tested, 0.25% active | activation, % at 3 µM | CHO-V1R cells, Fluo-8 calcium fluorescence, agonist mode; 0% DMSO, 100% 3 nM vasopressin;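 active = activation above the mean activation of all tested compounds plus 3 SD, per screening run, cut at about 20% in these data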;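 also: signal is peak over basal fluorescence ratio across a 100 second FLIPR read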
Target sequence (P37288 whole entry, looked up): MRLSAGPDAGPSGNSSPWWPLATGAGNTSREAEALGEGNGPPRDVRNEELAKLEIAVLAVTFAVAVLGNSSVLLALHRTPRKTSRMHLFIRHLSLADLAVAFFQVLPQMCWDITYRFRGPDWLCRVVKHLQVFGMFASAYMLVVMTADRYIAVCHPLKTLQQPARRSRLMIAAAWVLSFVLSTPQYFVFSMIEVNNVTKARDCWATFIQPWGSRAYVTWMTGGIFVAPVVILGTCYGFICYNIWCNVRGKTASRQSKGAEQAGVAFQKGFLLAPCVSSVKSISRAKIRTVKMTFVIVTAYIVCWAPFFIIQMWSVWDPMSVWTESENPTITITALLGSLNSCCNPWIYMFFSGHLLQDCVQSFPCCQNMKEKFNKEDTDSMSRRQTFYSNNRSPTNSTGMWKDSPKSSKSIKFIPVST
M1 PAM parental – counter-screen for M1 PAMs: effect in parental CHO-K1 cells | 360,000 tested, 0.02% active | activation, % at 3 µM | ATP EC20, Fluo-8 calcium fluorescence; 0% at ATP EC20, 100% at ATP max | AID 602247;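 active = activation above the run cutoff, the mean activation of all test compounds plus 3 SD, cut at about 40% in these data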;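 also: peak over basal fluorescence ratio in a 140 s read after ATP addition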
GPR7 antagonist – blocks human GPR7 receptor signaling; P48145; GPR7-expressing cells, fluorescence antagonist assay; inhibition, % at 4.4 µM; 290,000 tested, 1.1% active; AID 1861; in the data active = inhibition above about 16%, passing the limit was not always enough;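 also: cells stimulated with the agonist NPW; 0% = agonist with vehicle and 100% = vehicle without agonist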
OXTR potentiate – human OXTR potentiation; P30559; AID 2445; activation, % at 3 µM; 320,000 tested, 0.061% active; CHO-OTR cells, Fluo-8 calcium fluorescence, potentiator mode; 0% = oxytocin EC15, 100% = EC100;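 active = activation above that plate's cutoff, the mean activation of tested compounds plus 3 SD, cut at about 6.6% in these data, passing the limit was not always enough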;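 also: 100% uses oxytocin at 75 nM as the full agonist control; some results filed as inactive read as strong as hits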
Target sequence (P30559 whole entry, looked up): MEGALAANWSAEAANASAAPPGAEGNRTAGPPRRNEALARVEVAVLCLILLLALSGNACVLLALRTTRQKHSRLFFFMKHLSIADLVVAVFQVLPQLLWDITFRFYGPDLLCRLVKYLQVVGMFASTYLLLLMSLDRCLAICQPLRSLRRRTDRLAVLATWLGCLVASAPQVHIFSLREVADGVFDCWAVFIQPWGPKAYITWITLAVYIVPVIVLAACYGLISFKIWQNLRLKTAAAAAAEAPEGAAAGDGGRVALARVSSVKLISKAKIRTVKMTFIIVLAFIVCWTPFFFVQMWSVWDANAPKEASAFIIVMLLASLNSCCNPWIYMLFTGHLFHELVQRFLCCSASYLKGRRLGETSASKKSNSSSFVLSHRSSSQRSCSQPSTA
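Assay system: CHO cell line stably expressing human OTR. Reagent: EC15 oxytocin agonist. Dosing: single dose, 3.0 µM nominal final compound concentration. Timing: compound 6 min at room temperature before oxytocin, 100 s read. Signal: kinetic Fluo-8 calcium fluorescence. Controls: oxytocin EC15 low and EC100 high.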
TAAR1 antagonist – human TAAR1 antagonism. Q96RJ0. CHO RD-HGA16 TAAR1, Fluo-8 calcium fluorescence, antagonist. inhibition, % at 3 µM. 360,000 tested, 1.5% active;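 active = inhibition above a per-plate cutoff, the mean inhibition of test compounds on that plate plus 3 SD, cut at about 49% in these data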;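 also: 0% = DMSO plus EC80 beta-PEA response and 100% = DMSO alone without agonist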
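Test system: RD-HGA16 CHO cells with stable hTAAR1 and Gα16 / Probe or stimulus: EC80 β-phenethylamine stimulus / Times: seeding 17-24 h prior, 75-min 37 °C, 30-min RT dye loading / Detection: Fluo-8 calcium-sensitive fluorescence / Read-out basis: % inhibition scaled between DMSO and EC80 PEA controls / Repeats: singlicate, one well per test compound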
CHO parental Ca – counter-screen: ATP calcium response change in parental CHO cells. parental CHO-K1, ATP-induced calcium, Fluo-8 fluorescence. inhibition, % at 5.6 µM. 330,000 tested, 0.63% active;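 active = inhibition above that plate's mean sample inhibition plus 3 SD, cut at about 26% in these data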;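 also: 0% = ATP-challenged DMSO wells and 100% = DMSO wells without ATP; some compounds past the cut are filed as inactive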
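Material – parental CHO cells · Reagent – ATP stimulus · Compound – single nominal dose of 5.6 µM per compound · Detection – Fluo-8 fluorescence · Read-out basis – percent inhibition of calcium signal · Controls – ATP-challenged DMSO wells low, unchallenged DMSO wells high · Repeats – no replicates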
OXTR ag – activates the human oxytocin receptor; 320,000 tested, 0.32% active; AID 2435; P30559; CHO-OTR cells, Fluo-8 calcium fluorescence; normalized: DMSO 0%, oxytocin 100%; activation, % at 3 µM;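 active = activation above the mean of all tested compounds plus 3 SD, cutoff set per screening run, cut at about 20% in these data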;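 also: peak over basal fluorescence ratio from a 100 s FLIPR kinetic read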
CHO-K1 Ca ag – nonselective activator or artifact in parental CHO-K1 cells; Fluo-8 calcium fluorescence; scaled to maximal ATP response, vehicle zero; 360,000 tested, 0.48% active; activation, % at 3 µM; AID 602248; in the data active = activation above about 15%;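 also: untransfected CHO-K1 host cells lacking M1 receptor as counterscreen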
CHO-K1 Ca antag – counter-screen for M1 antagonists: effect in parental CHO-K1 cells. ATP-induced calcium, Fluo-8 fluorescence. inhibition, % at 3 µM. 360,000 tested, 0.6% active. AID 602250;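 active = inhibition above a per-plate cutoff, the plate's mean sample inhibition plus 3 SD, cut at about 24% in these data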;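 also: 0% = DMSO plus EC80 ATP and 100% = DMSO alone without ATP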
* marks the source's active call; other numbers are inactive results; . = no result given.

SMILES	V1R ag counter	M1 PAM parental	GPR7 antagonist	OXTR potentiate	TAAR1 antagonist	CHO parental Ca	OXTR ag	CHO-K1 Ca ag	CHO-K1 Ca antag
O=c1[nH]c2cc(C(F)(F)F)ccc2n1-c1cc(C(F)(F)F)ccc1O	5.9	21	.	-8	-7	84*	3.4	0.2	-16
CCCN(CCC)S(=O)(=O)c1cccc(-c2csc(C)n2)c1	-1.2	10	-13	-9	-14	-11	-2.0	22*	3
CCCN1C(=O)CC(Sc2ncccc2C(=O)O)C1=O (stereo unspecified)	0.7	-18	-16	3	-8	-2	2.3	-0.3	16
COc1ccc(OCC(=O)Nc2ccc(S(=O)(=O)N3CCCCC3)cc2)cc1	6.4	18	-10	-6	-10	-8	5.3	3.4	-10
CCOc1cc(C(=O)Oc2cc(C)[nH]c(=O)c2[N+](=O)[O-])cc(OCC)c1OCC	0.6	17	1	-3	-28	2	-0.9	0.7	-10
O=C(O)c1cnn2cc(-c3[nH]ncc3[N+](=O)[O-])cnc12	0.3	26	6	-6	-16	1	-1.1	0.7	-8
CC1CCC(=NNS(=O)(=O)c2ccc([N+](=O)[O-])cc2)CC1 (stereo unspecified)	.	-19	.	.	-13	.	.	-0.3	-1
CC(C)C(=O)Nc1nnc(S(=O)(=O)N2CCCCCC2)s1	0.6	14	4	-3	5	7	0.8	0.3	-1
CC(=O)NC12CC3CC(C1)CC(C(=O)OCC(=O)Nc1ncc(Cl)c(C)c1Cl)(C3)C2	-0.8	0	-5	-26	-6	-18	-1.9	14	1
Cc1ccnc(NC(=O)CCCOc2ccccc2)c1	-0.3	-11	3	-1	-11	-3	0.1	-0.5	18
CC1=C(C(=O)OCC(C)C)C23C(=O)c4ccccc4C2(O1)OC(N)=C3C#N (stereo unspecified)	0.3	-11	-7	4	-5	-11	-1.2	0.0	-4
COCc1c(C(=O)N2CCN(Cc3nc4ccccc4s3)CC2)oc2ccccc12	4.5	-8	.	-6	19	-19	1.7	2.0	-10
C/C(=C\C(=O)c1ccc(Br)cc1)NCc1ccc(C)cc1	0.9	12	-2	-11	16	-12	-0.5	1.9	-9
CC(=O)n1nc(-c2ccccc2)cc1-c1ccccc1	-0.8	-20	.	-6	-14	-11	-2.3	4.3	-8
Cc1cc2c(=O)n(C)c(SCC(=O)Nc3cccc(F)c3)nc2s1	5.3	10	-8	-7	-1	-22	3.7	3.9	-6
CCOC(=O)C1=CC[C@@H](c2ccccc2)N(S(=O)(=O)c2ccc(C)cc2)[C@H]1/C=C/c1ccccc1	.	9	.	.	-4	.	.	1.1	6
CCc1cc(CNC(=O)CC2C(=O)NCCN2Cc2cccc(OC)c2)on1 (stereo unspecified)	-0.1	-4	-12	-3	6	-15	0.2	-0.4	4
Nc1nnnn1/N=C/c1ccccc1Cl	.	12	.	.	-1	.	.	1.1	-16
CCc1ccc(/C=C2\SC(=S)N(CCCC(=O)Nc3ccc(C(=O)O)cc3)C2=O)cc1	0.9	12	3	-5	-5	-1	0.1	5.2	-12
O=C(Nc1nc(-c2ccco2)c(-c2ccco2)s1)c1c(F)cccc1Cl	0.3	0	.	-10	18	-3	-1.1	0.5	-13
CC(C)c1onc(C(=O)Nc2cccc(O)c2)c1[N+](=O)[O-]	-1.1	-3	0	-3	18	-14	5.2	0.3	1
Cc1ccccc1Cn1c(C)c(C(=O)NCc2ccc(Cl)c(Cl)c2)sc1=O	.	19	.	.	31	.	.	1.5	-12
CC1C/C(=N/Nc2ccc([N+](=O)[O-])cc2[N+](=O)[O-])CC(C)(C)C1 (stereo unspecified)	0.6	23	-7	-9	-12	-21	-1.8	0.1	-16
Cc1cc(C)c(C#N)c(SCC(=O)NC2CC2)n1	0.6	5	-9	0	6	0	1.0	0.3	-3
COc1ccc(S(=O)(=O)Nc2ccc3c(c2)C(=O)N([C@H](C)CO)C[C@H](C)[C@@H](CN(C)C(=O)Nc2ccc4c(c2)OCO4)O3)cc1	0.3	6	.	0	8	-9	0.6	0.1	-2
(cont.)
SMILES	V1R ag counter	M1 PAM parental	GPR7 antagonist	OXTR potentiate	TAAR1 antagonist	CHO parental Ca	OXTR ag	CHO-K1 Ca ag	CHO-K1 Ca antag
Cc1cccc(NC(=O)Cn2cnc3c(oc4ccccc43)c2=O)c1C	0.9	13	0	-11	-9	-13	0.7	0.5	-7
COc1ccc(NC(=O)Cn2nnc(-c3ccccc3NC(=O)C3CC3)n2)cc1	-0.2	16	-6	-16	-29	-4	-1.0	1.3	-8
CC1=C(C/C=C(\C)CCC[C@H](C)CCC[C@H](C)CCCC(C)C)C(=O)c2ccccc2C1=O	-0.3	-2	.	-8	-16	9	0.5	-0.2	-1
Cc1cnc(C(=O)OCC(=O)c2ccc(C)s2)cn1	-0.1	11	.	-6	3	-1	0.3	0.4	-14
COc1ccc(S(=O)(=O)Nc2ccc(S(=O)(=O)NCC3CCCO3)cc2)cc1 (stereo unspecified)	4.2	2	3	-15	13	2	4.3	3.0	-9
COc1ccc(Cl)cc1Nc1nc(C)nc2c1nnn2Cc1ccccc1	0.9	20	-14	-10	-25	3	0.0	0.6	-6
O=c1c2ccccc2nc2n1CC/C2=C/N1CCN(c2cccc(C(F)(F)F)c2)CC1	5.8	-1	-3	-2	.	-2	4.3	1.9	-6
c1ccc(CCN(Cc2ccccc2)C2CCN(C3CCCC3)CC2)cc1	0.0	9	-7	-4	-9	-1	1.9	3.7	-10
CC(C)Cn1c2ccccc2c2cc(C(=O)O)ccc21	1.3	21	8	2	-1	-12	0.9	0.5	-10
COc1ccc(-c2nc(C(=O)NCC3CCCO3)cc3c2[nH]c2ccccc23)cc1 (stereo unspecified)	-0.1	4	-2	-5	67*	-9	-0.9	3.9	6
CCN(c1ccccc1)S(=O)(=O)c1cc(C(=O)NCc2ccccn2)ccc1C	.	6	.	.	6	.	.	0.2	-1
COc1ccc(NC(=O)CNC(=O)c2cccs2)cc1Cl	0.4	-1	-10	-9	3	1	-0.4	-0.1	7
CCC/C(=N/NC(=O)c1cccc(Cl)c1)c1ccccc1	0.6	16	-10	1	-5	-5	-0.2	1.8	-14
COc1ccc(NS(=O)(=O)c2cccc(C(=O)NC3CCC(O)CC3)c2)cc1 (stereo unspecified)	2.9	-3	-14	-5	-20	-14	-0.3	0.7	-3
O=C1Cc2ccccc2Sc2ccc(Cl)cc21	-0.8	8	1	-4	8	-10	-0.2	-0.2	-9
CC1C/C(=C/c2ccccn2)C(=O)/C(=C/c2ccccn2)C1 (stereo unspecified)	1.1	11	-5	-4	.	-18	0.7	0.4	5
O=C(Nc1nc2ccccc2s1)c1cc(-c2ccccc2)nn1-c1ccccc1	0.6	8	-7	-13	15	42*	-0.1	0.6	-4
Cc1nc2ccccc2c(=O)n1NC(=O)c1c(O)c2c(n(CC(C)C)c1=O)CCCC2	-1.3	16	15	7	-5	-30	-0.8	1.1	3
CCOc1ccc(NC(=O)CN(C)C(=O)c2ccc(C)o2)cc1OCC	0.4	7	0	0	-14	-7	0.8	1.4	0
CC(C)CN(C(=O)c1cccc(S(=O)(=O)N2CCN(C)CC2)c1)C1CCS(=O)(=O)C1 (stereo unspecified)	0.4	13	.	-5	-13	-6	0.9	1.9	-4
CCOc1ccc(NC(=O)CN(C)C(=O)c2cc(C)oc2C)cc1OCC	0.0	0	.	-9	-11	-13	-1.4	0.1	-10
COc1ccc(CC(NC(C)=O)C(=O)NC2CCN(S(=O)(=O)c3ccccc3)CC2)c(OC)c1 (stereo unspecified)	-0.3	14	-5	2	-8	-3	0.3	0.6	-16
COc1cccc(Cn2nnc3c(=O)[nH]c(C4CCCN(C(=O)c5ccccc5Cl)C4)nc32)c1 (stereo unspecified)	-0.4	-6	-5	-3	-11	-25	-0.5	0.1	11
CC(OC(=O)c1cc(S(=O)(=O)Nc2ccc(F)cc2)ccc1Cl)C(=O)Nc1ccc2c(c1)OCCO2 (stereo unspecified)	0.7	-8	3	-5	31	-1	-0.2	1.3	10
COc1ccc(NC(=O)/C(=C\c2ccncc2)NC(=O)c2ccccc2)cc1	0.8	8	-16	-2	-15	-14	0.0	-0.3	-8

Fetched by compound from above (6):
SMILES	V1R ag counter	M1 PAM parental	GPR7 antagonist	OXTR potentiate	TAAR1 antagonist	CHO parental Ca	OXTR ag	CHO-K1 Ca ag	CHO-K1 Ca antag
COc1ccc(CC(NC(C)=O)C(=O)NC2CCN(S(=O)(=O)c3ccccc3)CC2)c(OC)c1 (stereo unspecified)	-0.3	14	-5	2	-8	-3	0.3	0.6	-16
Cc1cccc(NC(=O)Cn2cnc3c(oc4ccccc43)c2=O)c1C	0.9	13	0	-11	-9	-13	0.7	0.5	-7
O=c1c2ccccc2nc2n1CC/C2=C/N1CCN(c2cccc(C(F)(F)F)c2)CC1	5.8	-1	-3	-2	.	-2	4.3	1.9	-6
CCC/C(=N/NC(=O)c1cccc(Cl)c1)c1ccccc1	0.6	16	-10	1	-5	-5	-0.2	1.8	-14
COc1ccc(Cl)cc1Nc1nc(C)nc2c1nnn2Cc1ccccc1	0.9	20	-14	-10	-25	3	0.0	0.6	-6
COc1ccc(-c2nc(C(=O)NCC3CCCO3)cc3c2[nH]c2ccccc23)cc1 (stereo unspecified)	-0.1	4	-2	-5	67*	-9	-0.9	3.9	6

Next results
SMILES	V1R ag counter	M1 PAM parental	GPR7 antagonist	OXTR potentiate	TAAR1 antagonist	CHO parental Ca	OXTR ag	CHO-K1 Ca ag	CHO-K1 Ca antag
O=C(Nc1cc2cccc([N+](=O)[O-])c2oc1=O)c1cccs1	0.7	-8	1	-12	3	-4	-0.7	-0.2	3
COc1cccc(C(C)=C2SC(=S)NC2=O)c1	.	-6	.	.	-16	.	.	-0.1	5
CCCS(=O)(=O)N1CCN(CCCc2ccccc2)CC1	0.8	9	-9	1	-24	-19	-0.2	1.1	-28
CCN(CC)C(=O)c1[nH]cnc1C(=O)Nc1ccc(Cl)cc1	-0.2	-7	.	2	7	-7	-0.4	0.0	-9
Cc1cccc(C)c1NC(=O)C1(C)CCC(=O)N1CCOc1ccccc1 (stereo unspecified)	.	-1	.	.	1	.	.	0.5	2
O=S1(=O)CC(N2CCCCC2)CN1Cc1cn(Cc2ccc(F)cc2)nn1 (stereo unspecified)	.	21	.	.	-27	.	.	0.1	-20

Sorted by number of heavy atoms (rising): some entries from above.
SMILES	V1R ag counter	M1 PAM parental	GPR7 antagonist	OXTR potentiate	TAAR1 antagonist	CHO parental Ca	OXTR ag	CHO-K1 Ca ag	CHO-K1 Ca antag
CCCS(=O)(=O)N1CCN(CCCc2ccccc2)CC1	0.8	9	-9	1	-24	-19	-0.2	1.1	-28
O=C(Nc1cc2cccc([N+](=O)[O-])c2oc1=O)c1cccs1	0.7	-8	1	-12	3	-4	-0.7	-0.2	3
Cc1cccc(C)c1NC(=O)C1(C)CCC(=O)N1CCOc1ccccc1 (stereo unspecified)	.	-1	.	.	1	.	.	0.5	2

Source: PubChem BioAssay

The order is random, and some 3.5% of all compounds hit somewhere here.
